Screening data from PubChem BioAssay.
GSH bead fluor – GSH bead compound fluorescence profile. GSH beads flow cytometry, compound fluorescence 488/530 nm; stronger effect = higher value. fluorescence (KMESF) at 10 µM. hit rate 0.25% among 190,000; in the data active = fluorescence above about 89;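 note: glutathione beads carrying GST-tagged Bcl family fusion proteins plus one bare bead set; values are compound well signal with DMSO vehicle wells as background; inactives centre near 16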
Bim-Bcl-XL – disrupts Bim peptide binding to human Bcl-XL; hit rate 0.04% among 190,000; Q07817; bead flow cytometry, fluorescence; inhibition, % at 10 µM
Target sequence (Q07817 whole entry, looked up): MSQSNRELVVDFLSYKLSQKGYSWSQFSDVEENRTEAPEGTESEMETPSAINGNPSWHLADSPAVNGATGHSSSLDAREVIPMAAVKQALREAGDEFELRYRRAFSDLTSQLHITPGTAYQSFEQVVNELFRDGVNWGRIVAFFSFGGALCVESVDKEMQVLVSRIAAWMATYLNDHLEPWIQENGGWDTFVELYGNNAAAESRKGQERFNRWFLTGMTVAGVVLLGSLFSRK
RGS8-Gao reg – modulates binding of RGS8 to human Galphao | multiplexed bead flow cytometry; actives lie on both sides | AID 1423 | response (percent of control binding), % at 10 µM | P09471 | hit rate 0.34% among 220,000; in the data active = response below about 60% or above about 140%; inactive = in between;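 note: Galphao activated as the GDP aluminium fluoride complex binding bead-coupled RGS8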
Bim-Bcl-2 – disrupts Bim peptide binding to human Bcl-2. P10415. Bead-based flow cytometry, Bim peptide-Bcl-2 binding. inhibition, % at 10 µM. hit rate 0.06% among 190,000. AID 950; in the data active = inhibition above about 40%; inconclusive = no clear call, values can overlap the other calls;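 note: 0% = no compound wells with probe peptide and 100% = reference peptide inhibitor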
Bim-Bfl-1 – inhibitors of Bim-Bfl-1 interaction, human | Q16548 | Bead-based flow cytometry, Bim-Bfl-1 binding inhibition | inhibition, % at 10 µM | hit rate 0.12% among 190,000 | AID 1008;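 note: 0% = wells without compound plus tracer and 100% = blocker peptide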
Bim-Bcl-W – disrupts Bim peptide binding to human Bcl-W; bead-based flow cytometry; inhibition, % at 10 µM; hit rate 0.02% among 190,000; AID 952;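 note: 0% = bound tracer without compound and 100% = peptide blocker; higher means less fluorescent Bim peptide bound to Bcl-W beads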
Target sequence (Q92843 whole entry, looked up): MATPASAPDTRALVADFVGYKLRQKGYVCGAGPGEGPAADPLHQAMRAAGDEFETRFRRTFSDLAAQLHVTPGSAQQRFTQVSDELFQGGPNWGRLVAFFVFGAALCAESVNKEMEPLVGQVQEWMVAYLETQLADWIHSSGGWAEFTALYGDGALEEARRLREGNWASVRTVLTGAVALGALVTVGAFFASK
RGS7-Gao – regulators of human RGS7-Galphao interaction | P09471 | Multiplexed bead flow cytometry, RGS7-Galphao binding; actives lie on both sides | binding response (% of control), % at 10 µM | hit rate 0.35% among 220,000; in the data active = binding response below about 49% or above about 150%; inconclusive = no clear call, values can overlap the other calls; inactive = in between;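 note: fluorescent Galphao held in activated GDP-AlF4 state binding bead-coupled RGS7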
Bim-Bcl-B – inhibitors of Bim-Bcl-B interaction, human. Q9HD36. bead-based flow cytometry, Bim peptide-Bcl-B binding. inhibition, % at 10 µM. hit rate 0.073% among 190,000. AID 951;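 note: 0% = tracer peptide without compound and 100% = reference inhibitor peptide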
Target sequence (Q9HD36 whole entry, looked up): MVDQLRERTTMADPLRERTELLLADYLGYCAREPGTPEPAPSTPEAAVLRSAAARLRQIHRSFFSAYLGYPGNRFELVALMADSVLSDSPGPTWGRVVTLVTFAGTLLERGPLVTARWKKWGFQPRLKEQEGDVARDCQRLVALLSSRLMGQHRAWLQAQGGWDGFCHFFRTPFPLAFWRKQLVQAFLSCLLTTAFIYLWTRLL
RGS4-Gao reg – human RGS4-Galphao interaction regulation | Multiplexed bead flow cytometry, RGS4-Galphao binding; actives lie on both sides | P09471 | binding response (% of control), % at 10 µM | hit rate 0.33% among 220,000; in the data active = binding response below about 49% or above about 150%; inactive = in between;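 note: fluorescent Galphao activated with aluminum fluoride binding bead-coupled RGS4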
Bim-Mcl-1 – human Bim-Mcl-1 interaction inhibition; Q07820; Bead-based flow cytometry, Bim peptide-Mcl-1 binding; inhibition, % at 10 µM; hit rate 0.1% among 190,000;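 note: 0% = no compound tracer wells and 100% = peptide blocker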
Target sequence (Q07820 whole entry, looked up): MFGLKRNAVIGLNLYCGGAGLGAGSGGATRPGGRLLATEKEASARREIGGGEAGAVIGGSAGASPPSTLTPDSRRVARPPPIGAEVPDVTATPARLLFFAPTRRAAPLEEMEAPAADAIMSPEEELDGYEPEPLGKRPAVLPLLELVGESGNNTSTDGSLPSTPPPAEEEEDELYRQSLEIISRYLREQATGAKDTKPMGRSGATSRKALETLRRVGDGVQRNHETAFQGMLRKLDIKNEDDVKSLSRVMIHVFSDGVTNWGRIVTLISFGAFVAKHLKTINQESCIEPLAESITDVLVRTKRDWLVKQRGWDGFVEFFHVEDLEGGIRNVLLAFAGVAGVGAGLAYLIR
Mcl1-Bid inh – disrupts binding of human Mcl-1 to Bid peptide; Q07820; AID 1021; hit rate 0.97% among 220,000; inhibition, % at 21.7 µM; TR-FRET Mcl-1/Bid-Dy647 peptide binding, 1536-well;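 active = compounds that cut the binding signal by more than half at the single screening dose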;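 note: His-tagged Mcl-1 with europium anti-His antibody binding Bid BH3 peptide; 0% = Mcl-1 plus peptide wells and 100% = peptide-only wells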
Numbers without * were called inactive; ? = inconclusive. Cut-off read from the data, not from the text of the source, unless noted: active = inhibition above about 40%.

| Compound | GSH bead fluor | Bim-Bcl-XL | RGS8-Gao reg | Bim-Bcl-2 | Bim-Bfl-1 | Bim-Bcl-W | RGS7-Gao | Bim-Bcl-B | RGS4-Gao reg | Bim-Mcl-1 | Mcl1-Bid inh |
| --- | --- | --- | --- | --- | --- | --- | --- | --- | --- | --- | --- |
| O=P(c1ccccc1)(c1ccccc1)c1nc(-c2ccc(Cl)cc2)oc1N1CCOCC1 | 14 | -1 | 102 | -1 | -6 | 2 | ? | -4 | 100 | 4 | -9 |
| Cc1ccnc(Nc2nc(-c3c(C)nc4sccn34)cs2)c1 | 33 | 4 | 101 | -6 | -5 | 8 | 98 | 5 | 96 | 34 | -21 |
| COc1ccc(NC(=O)C(=O)N2N=C(C(C)C)CC2(O)C(F)(F)F)cc1 (stereo not drawn) | 54 | 3 | 96 | -2 | -13 | 6 | 94 | -4 | 99 | 3 | -66 |
| N=c1c2c(-c3ccccc3)c(-c3ccccc3)oc2ncn1CCN1CCOCC1 | 14 | -2 | 104 | -1 | -3 | -2 | 99 | -1 | 104 | -3 | -11 |
| COc1ccc(/C=C/CN2CCC(CO)(Cc3ccccc3Cl)CC2)cc1 | 13 | 0 | 104 | -3 | -5 | -3 | 101 | -4 | 99 | 0 | -21 |
| O=C(c1ccc(Cn2cc(Br)cn2)o1)n1cccn1 | 15 | -2 | 97 | -4 | -1 | 0 | 104 | -1 | 106 | -1 | -8 |
| CCCC(=O)Nc1ccc(C(=O)N/N=C/c2ccc([N+](=O)[O-])o2)cc1 | 20 | -7 | 87 | -26 | -19 | -3 | 92 | -11 | 94 | -3 | -8 |
| CC1CCCCC1NC(=O)COn1nnc2ccc(Cl)cc21 (stereo not drawn) | 49 | 7 | 103 | -7 | -14 | 3 | 100 | -4 | 103 | 1 | -28 |
| CCOC(=O)c1cc2c(nc1N)CC(C)(CC)OC2 (stereo not drawn) | 16 | -3 | 97 | -9 | -11 | 0 | 103 | -7 | 95 | -1 | 7 |
| Cc1ccc(S(=O)(=O)N(C)CC(=O)N2CCN(c3ccccn3)CC2)cc1 | 13 | -5 | 103 | -3 | -1 | 0 | 103 | -3 | 101 | -2 | -4 |
| CCNc1nc(Oc2ccc(C(=O)OC)cc2)nc(N(C)C)n1 | 31 | -3 | 100 | -9 | -16 | 0 | 97 | -10 | 100 | -2 | 5 |
| O=C(N/N=C/c1ccccc1Cl)c1nc2ccc([N+](=O)[O-])cc2c(=O)[nH]1 | 8 | 2 | 99 | 1 | -1 | 6 | 103 | 4 | 100 | 6 | -12 |
| C/C(NCc1cccnc1)=C(\C#N)C(=O)NCc1ccccc1 | 27 | -2 | 100 | -6 | -6 | 1 | 92 | -3 | 97 | 0 | -18 |
| COc1ccc(C(=O)NC(=S)NC2CCSC2=O)cc1 (stereo not drawn) | 3 | -3 | 104 | 2 | 0 | -3 | 103 | -2 | 105 | -3 | -42 |
| CC(=O)N(CC1CCCO1)C1(C(=O)NC2CCCC2)CCCCC1 (stereo not drawn) | 37 | -1 | 101 | -5 | -7 | 2 | 98 | -7 | 104 | 4 | -6 |
| Cc1cc(C(=O)COC(=O)c2ccc(N)cc2)c(C)n1-c1c(C)n(C)n(-c2ccccc2)c1=O | 17 | -2 | 105 | 0 | -5 | -2 | 100 | 2 | 101 | 0 | -58 |
| C=CCN1CCN(C(CC(C)C)c2nnnn2CCOC)CC1 (stereo not drawn) | 25 | -11 | 99 | -8 | -17 | -2 | 99 | -8 | 99 | -6 | 27 |
| C=CCSc1nc(=O)n2ccc(C)cc2n1 | 8 | 0 | 96 | 0 | -3 | -2 | 94 | -2 | 91 | 0 | -9 |
| CCCCOC(=O)Nc1nnc(SCCOc2ccc(C)cc2)s1 | 12 | -5 | 100 | -5 | -5 | -4 | 102 | -7 | 104 | -2 | -23 |
| COCCNc1nnc(SCC(=O)c2c[nH]c3ccccc23)s1 | 8 | 5 | 93 | 5 | 5 | 3 | 105 | 9 | 104 | 0 | 0 |
| O=[N+]([O-])c1ccc(/C=N/Nc2cc(Cl)nc(-c3ccccc3)n2)cc1 | 17 | -1 | 99 | 1 | 0 | -1 | 97 | -2 | 102 | 0 | -36 |
| CCC(C(=O)OCCN(CC)CC)c1ccccc1 (stereo not drawn) | 20 | -4 | 99 | 1 | -4 | -4 | 98 | -6 | 102 | -1 | 22 |
| CCN(CC)C(=O)CSc1nc2c(sc(=S)n2Cc2ccco2)c(=O)n1-c1ccccc1 | 24 | -8 | 100 | -8 | -18 | -3 | 94 | -9 | 102 | -4 | -3 |
| C=C(C)c1cccc(C(C)(C)NC(=O)NC2CC(C)(C)NC(C)(C)C2)c1 | 11 | -1 | 106 | -1 | -1 | 1 | 99 | -2 | 103 | 0 | -19 |
| CCOC(=O)c1c(NC(=O)CSc2nnc(C)c(=O)[nH]2)sc(C)c1C | 27 | -1 | 99 | -1 | -6 | 0 | ? | -1 | 102 | 0 | -10 |

In another format: 4 of the compounds above
CCN(CC)C(=O)CSc1nc2c(sc(=S)n2Cc2ccco2)c(=O)n1-c1ccccc1
- GSH bead fluor: 24
- Bim-Bcl-XL: -8
- RGS8-Gao reg: 100
- Bim-Bcl-2: -8
- Bim-Bfl-1: -18
- Bim-Bcl-W: -3
- RGS7-Gao: 94
- Bim-Bcl-B: -9
- RGS4-Gao reg: 102
- Bim-Mcl-1: -4
- Mcl1-Bid inh: -3

CCC(C(=O)OCCN(CC)CC)c1ccccc1 (stereo not drawn)
- GSH bead fluor: 20
- Bim-Bcl-XL: -4
- RGS8-Gao reg: 99
- Bim-Bcl-2: 1
- Bim-Bfl-1: -4
- Bim-Bcl-W: -4
- RGS7-Gao: 98
- Bim-Bcl-B: -6
- RGS4-Gao reg: 102
- Bim-Mcl-1: -1
- Mcl1-Bid inh: 22

C=C(C)c1cccc(C(C)(C)NC(=O)NC2CC(C)(C)NC(C)(C)C2)c1
- GSH bead fluor: 11
- Bim-Bcl-XL: -1
- RGS8-Gao reg: 106
- Bim-Bcl-2: -1
- Bim-Bfl-1: -1
- Bim-Bcl-W: 1
- RGS7-Gao: 99
- Bim-Bcl-B: -2
- RGS4-Gao reg: 103
- Bim-Mcl-1: 0
- Mcl1-Bid inh: -19

COc1ccc(C(=O)NC(=S)NC2CCSC2=O)cc1 (stereo not drawn)
- GSH bead fluor: 3
- Bim-Bcl-XL: -3
- RGS8-Gao reg: 104
- Bim-Bcl-2: 2
- Bim-Bfl-1: 0
- Bim-Bcl-W: -3
- RGS7-Gao: 103
- Bim-Bcl-B: -2
- RGS4-Gao reg: 105
- Bim-Mcl-1: -3
- Mcl1-Bid inh: -42

New compounds follow:
| Compound | GSH bead fluor | Bim-Bcl-XL | RGS8-Gao reg | Bim-Bcl-2 | Bim-Bfl-1 | Bim-Bcl-W | RGS7-Gao | Bim-Bcl-B | RGS4-Gao reg | Bim-Mcl-1 | Mcl1-Bid inh |
| --- | --- | --- | --- | --- | --- | --- | --- | --- | --- | --- | --- |
| O=C(CSc1nnc(NC2CCCCC2)s1)NCc1ccco1 | 10 | 0 | 102 | -3 | -2 | 1 | ? | 0 | 101 | 1 | -22 |
| CC(=O)c1c(C)[nH]c(C(=O)NCc2ccccc2Cl)c1C | 16 | 0 | 100 | -2 | 0 | 1 | 95 | -1 | 97 | 2 | -19 |
| CC(C)CNC(=O)COC(=O)c1ccc([N+](=O)[O-])cc1Cl | 18 | -14 | 105 | -7 | -3 | -9 | 99 | -11 | 98 | -28 | 4 |
| O=C(COc1ccc(Br)cc1Cl)c1ccc[nH]1 | 12 | 0 | 97 | 0 | 0 | 0 | 101 | 3 | 97 | -3 | -1 |
| Cc1ccc(NC(=O)CCSc2nnnn2-c2ccc3c(c2)OCO3)cc1C | 8 | 0 | 99 | -3 | -8 | 0 | 103 | -5 | 100 | -1 | -20 |
| O=c1nc2sc3ccccc3n2c(=O)n1-c1ccc(Cl)cc1 | 14 | -5 | 102 | -4 | -8 | -3 | ? | -8 | 102 | 1 | 1 |
| CNC(=S)N(Cc1ccco1)Cc1cc2cc(OC)ccc2[nH]c1=O | 64 | -1 | 100 | -7 | -6 | -3 | 102 | -11 | 100 | 0 | -19 |
| BrC(=C\c1ccccc1)/C=N/N1CCN(Cc2ccccc2)CC1 | 16 | -3 | 100 | -5 | -5 | 2 | 108 | -10 | 105 | -2 | -26 |
| Cn1nnnc1SCC(=O)Nc1ccccc1-c1ccccc1 | 33 | 4 | 90 | 1 | 3 | 1 | 89 | 0 | 81 | 0 | -6 |
| O=C(c1ccc(CSc2nc3ccncc3[nH]2)cc1)N1CCN(c2cccc(Cl)c2)CC1 | 15 | 0 | 111 | -2 | 2 | -1 | 111 | 0 | 110 | -1 | -10 |
| COc1ccc(-c2cc(C(=O)NCc3ccccc3)no2)cc1OC | 26 | -3 | 100 | -3 | -8 | 1 | 105 | -6 | 102 | -2 | 2 |
| N/C(CN1CCCC1=O)=N\OC(=O)c1ccc(Cl)c(Cl)c1 | 11 | -7 | 104 | -1 | -1 | -3 | 103 | -8 | 104 | -5 | -5 |
| Cc1nc2ccccn2c1C(=O)N/N=C/c1ccc2c(c1)OCO2 | 10 | -4 | 111 | 0 | 3 | -3 | 110 | -2 | 103 | -8 | -26 |
| COCCNC(=O)CC(NS(=O)(=O)c1ccc(C)cc1)c1ccco1 (stereo not drawn) | 61 | 2 | 114 | 1 | 4 | 2 | 107 | 8 | 107 | -1 | -14 |
| NNC(=O)Cn1c(COc2ccc(Cl)cc2)nc2ccccc21 | 9 | -1 | 106 | 0 | 0 | 0 | 104 | -5 | 102 | -4 | -5 |
| CCOC(=O)C(NC(=O)NCc1ccc(F)cc1)(OCC)C(F)(F)F (stereo not drawn) | 9 | -6 | 100 | -18 | -16 | -4 | 95 | -10 | 100 | -3 | 2 |
| O=C(CCc1nnc(CCCCc2ccccc2)o1)NCc1cccc(F)c1 | 13 | 0 | 94 | 0 | -4 | 0 | 98 | -4 | 84 | 0 | -16 |
| CCCCNC(=O)CN1CCC2(O)CCCCC2C1c1ccccc1OC (stereo not drawn) | 35 | -14 | 101 | -11 | -16 | 0 | 105 | -8 | 105 | -2 | -6 |
| C=CCn1c(Sc2ccccc2)nc2c1c(=O)[nH]c(=O)n2C | 13 | -4 | 101 | 0 | 0 | -1 | 98 | -7 | 103 | 0 | -9 |
| COc1ccccc1-n1c2nc3ccccc3nc2c2c(=O)n(-c3cc(C)cc(C)c3)cnc21 | 10 | -1 | 101 | -5 | 0 | -3 | 101 | -12 | 101 | 0 | 4 |
| CCc1ccc(N(C(=O)CNC(=O)c2cccs2)C(C(=O)NC(C)(C)C)c2cc(OC)c(OC)c(OC)c2)cc1 (stereo not drawn) | 23 | 0 | 106 | 0 | -2 | -2 | 110 | -1 | 112 | -1 | -5 |
| COc1cc(C(=O)NC2(C(F)(F)F)NC(=O)N(CCCc3ccccc3)C2=O)cc(OC)c1OC (stereo not drawn) | 11 | -7 | 104 | -5 | -1 | 0 | 101 | -3 | 105 | -2 | 64* |
| OCCN(Cc1ccccc1)Cc1cccc(Cl)c1Cl | 28 | -1 | 102 | -6 | -5 | 0 | 95 | 0 | 95 | -7 | 31 |
